HTR5A inv ctr: HTR5A inverse agonists in luminescence cell assay, primary screen, counter-screen for OPRM1-OPRD1 heterodimer inverse agonist project, full-deck HTS; 340,000 tested, 0.083% active; inhibition, % at 9.3 µM; AID 504634, 2011; HTR5A cell line, inverse agonism; 5-hydroxytryptamine receptor 5A (Homo sapiens), P47898; in the data active = inhibition mostly above about 23%, no sharp cut-off; inactive = mostly below about 18%;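 note: 0% = cells with DMSO and 100% = no-cell wells with DMSO; some compounds called inactive have numbers as strong as hits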
Target sequence (P47898 whole entry, looked up): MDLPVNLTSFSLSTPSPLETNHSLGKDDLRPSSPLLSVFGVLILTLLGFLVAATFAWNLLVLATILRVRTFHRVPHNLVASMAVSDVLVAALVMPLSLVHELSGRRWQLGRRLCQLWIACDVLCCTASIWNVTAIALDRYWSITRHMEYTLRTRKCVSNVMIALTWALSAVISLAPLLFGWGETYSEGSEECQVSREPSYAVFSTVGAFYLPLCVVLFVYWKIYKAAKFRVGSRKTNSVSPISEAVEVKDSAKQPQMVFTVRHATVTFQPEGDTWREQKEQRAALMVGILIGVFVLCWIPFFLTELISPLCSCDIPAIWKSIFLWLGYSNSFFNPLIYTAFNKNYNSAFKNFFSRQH
OPRM1-OPRD1 inv: inverse agonists of MOR-DOR heterodimerization, primary screen, cell-based, luminescence. AID 504357, 2011. 340,000 tested, 0.21% active. inhibition, % at 9.3 µM. cell-based MOR-DOR heterodimer luminescence, inverse agonism. Mu-type opioid receptor (Homo sapiens) + Delta-type opioid receptor (Homo sapiens), …; in the data active = inhibition above about 22%, passing the limit was not always enough;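 note: 0% = cells with DMSO and 100% = wells without cells with DMSO; values of inactives mirror those of a sister screen read the other way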
phage Ecoli inh: growth loss of phage-infected E. coli, primary screen, RecBCD inhibitor project, absorbance, with phage, HTS; 360,000 tested, 0.26% active; inhibition, % at 11.9 µM; in the data active = inhibition above about 11%
DSG3 Ab inh: inhibitors of pemphigus antibody binding to DSG3, primary screen, biochemical, bead-based, flow cytometry, scFv-GFP; 310,000 tested, 0.48% active; DSG3-coupled beads, scFv-anti-DSG3-GFP binding; stronger effect = lower value; AID 588358, 2011; binding (percent of control), % at 10 µM;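 active = binding more than 3 SD below its plate's average and above zero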;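 note: hits lower antibody fragment binding to DSG3; some compounds called inactive have numbers as strong as hits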
Mot1-301 SUMO: yeast Mot1-301 growth rescue at high temperature, primary screen, SUMOylation pathway inhibitor project, S. cerevisiae, ATP luminescence, 38.5C; S. cerevisiae Mot1-301 growth rescue; percent above DMSO median, 100 means doubled; growth rescue, % at 18.8 µM; 320,000 tested, 1% active;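 active = every valid replicate shows activation above 250% relative to neutral control wells; inactive = the rest, any valid replicate at or below 250%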;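 note: OY570 slx delta 5 strain wells were the positive control but not used for scaling; some compounds called inactive have numbers as strong as hits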
AddAB inh: growth inhibition of E. coli expressing H. pylori AddAB, primary screen, AddAB inhibitor project, absorbance. inhibition, % at 11.9 µM. 330,000 tested, 0.29% active. AID 435030, 2010; in the data active = inhibition above about 12%;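 note: 0% = vehicle wells of infected cells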
PfHsp90 set2: growth inhibition of PfHsp90-expressing yeast, primary screen, antimalarial PfHsp90 inhibitor project, S. cerevisiae, BacTiter-Glo luminescence, single point, set 2 | BacTiter-Glo ATP, 48 h; yeast lacking PDR1 and PDR3 efflux regulators | 310,000 tested, 0.32% active | inhibition, % at 9.4 µM;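 active = every replicate shows inhibition above about 80%, whatever the replicate mean, limit read from the data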;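 note: 0% = DMSO neutral controls and 100% = 20 µM radicicol positive controls; yeast relying on Plasmodium falciparum Hsp90 in place of its own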
PKA-R1A act: activators of PKA-R1A holoenzyme, primary screen, biochemical, fluorescence polarization, Cy5-IP20, bovine R1A, mouse PKAc; PKA-R1A dissociation; scaled: DMSO 0%, 113 µM cGMP 100%; activation, % at 11.4 µM; 340,000 tested, 0.083% active; AID 504707, 2011;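 active = percent activation above the mean of all tested compounds plus 3 SD, cut at about 19% in these data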;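 note: higher means more PKAc released from R1A so a rise in polarization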
OPRM1-OPRD1 ag: agonists of OPRM1-OPRD1 heterodimerization, primary screen, cell-based, luminescence; cells; AID 504326, 2011; activation, % at 9.3 µM; 340,000 tested, 0.3% active; Mu-type opioid receptor (Homo sapiens) + Delta-type opioid receptor (Homo sapiens), …; in the data active = activation above about 18%;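 note: 0% = vehicle-treated cells and 100% = reference agonist; values of inactives mirror those of a sister screen read the other way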
HTR5A ag: HTR5A agonists in luminescence cell assay, primary screen, counter-screen for OPRM1-OPRD1 heterodimer agonist project, full-deck HTS; cell-based; activation, % at 9.3 µM; 340,000 tested, 0.61% active; in the data active = activation mostly above about 9.5%, no sharp cut-off; inactive = mostly below about 7.6%;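 note: 0% = cells with vehicle only and 100% = reference agonist; strong numbers were not always called active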
Ecoli viability: E. coli V3065 growth inhibition, primary screen, counter-screen for AddAB inhibitor project, absorbance, OD600; 18 h; inhibition, % at 11.9 µM; 330,000 tested, 0.27% active;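 active = inhibition above the campaign's mean inhibition across all tested compounds plus 3 SD, cut at about 9.9% in these data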;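 note: uninfected addAB+ strain grown without phage in ampicillin broth; 0% = DMSO wells and 100% = ciprofloxacin 0.95 µg/ml wells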
Starred values were filed as active, the others as inactive; / = no result given.

SMILES | HTR5A inv ctr | OPRM1-OPRD1 inv | phage Ecoli inh | DSG3 Ab inh | Mot1-301 SUMO | AddAB inh | PfHsp90 set2 | PKA-R1A act | OPRM1-OPRD1 ag | HTR5A ag | Ecoli viability
O=C1NC[C@@H](c2ccccc2)OC(=O)[C@H](Cc2ccc(F)cc2)C/C=C\C[C@@H]1CC(=O)N(CCO)Cc1ccccc1 | 37 | 41 | 0.9 | 102 | -17 | 2.0 | -11 | -11 | -8.9 | -8 | 0.7
CC(=O)Nc1ccc(S(=O)(=O)N(C)CC(=O)N/N=C/c2cccc(O)c2)cc1 | 5 | 12 | 1.7 | 97 | 236 | 3.5 | -40 | 2 | -2.2 | -2 | 0.4
CCC(CC)c1nnc(NC(=O)Cc2ccccc2[N+](=O)[O-])s1 | 15 | 7 | 2.8 | 97 | -11 | 1.3 | -15 | -3 | -1.4 | 1 | -3.9
Cc1ccccc1N(CC(=O)Nc1ccc(S(=O)(=O)N2CCOCC2)cc1)S(C)(=O)=O | -15 | 4 | 3.1 | 96 | 6 | 2.4 | 21 | 9 | -0.8 | -1 | 0.6
CCOP(=O)(OCC)c1nc(-c2ccc(C)cc2)oc1N1CCOCC1 | 7 | 13 | -1.1 | / | 113 | 1.6 | / | -3 | -2.3 | 3 | 0.2
CC1Sc2ccc(S(=O)(=O)N3CCC(C(=O)N(C)Cc4ccco4)CC3)cc2NC1=O (stereo unspecified) | -11 | 9 | 1.7 | / | -7 | 2.2 | -9 | 1 | -1.8 | 1 | 1.8
O=C(NCCc1ccccn1)c1ccc2nc(Cc3ccccc3F)oc2c1 | 16 | 18 | 1.7 | 105 | 2 | -0.1 | 12 | -12 | -3.3 | 1 | 1.0
Cn1nc([N+](=O)[O-])nc1Sc1cccc2cccnc12 | 6 | -16 | 0.8 | 99 | -13 | -2.0 | -13 | 2 | 3.1 | -2 | 0.2
Cc1ccn2cc(C(=O)Nc3cccc(C(=O)NC4CC4)c3)nc2c1 | 10 | 0 | 6.9 | 115 | / | / | / | 0 | 0.0 | 4 | /
CCCCn1c(N)c(N(Cc2ccccc2OC)C(=O)C(C)C)c(=O)[nH]c1=O | -12 | 2 | -0.6 | 112 | 236 | 5.7 | 9 | -4 | -0.5 | 5 | 4.1
CCOc1ccccc1OCCn1ncc2ccc(OC)c(OC)c2c1=O | 8 | 18 | 1.1 | 102 | 79 | 0.3 | -8 | -8 | -3.7 | -1 | -2.6
O=C1CCCN1CC(O)CS(=O)(=O)c1ccc(Cl)cc1 (stereo unspecified) | -26 | 8 | 2.2 | 99 | -8 | 1.2 | / | 3 | -1.6 | 11 | -0.1
Cc1cccc(NS(=O)(=O)c2ccc3nc(-c4ccccc4)[nH]c3c2)c1C | -40 | -68 | 3.2 | 90 | -4 | 0.2 | -11 | 6 | 13 | 13 | 1.8
COc1ccc(C(=O)Nc2cc(C(F)(F)F)ccc2-n2cncn2)cc1 | -10 | 19 | 2.2 | 99 | -10 | 4.7 | 0 | 2 | -3.1 | -1 | -0.3
O=C(CSc1nnc(-c2ccccc2Br)o1)N1CCN(C(=O)c2ccco2)CC1 | -1 | -14 | 1.7 | 94 | -4 | 2.4 | -10 | -6 | 2.4 | 0 | -0.7
Cc1cc(=O)oc2cc(OCC(=O)Nc3ccc(N4CCC(C)CC4)cc3)ccc12 | -36 | -83 | 1.7 | 81 | 48 | 2.2 | -31 | -5 | 16 | 11* | 0.8
Cc1nnsc1-c1c(C(=O)N2CCOCC2)c(C)nn1-c1ccc(Cl)cc1 | 0 | 6 | 0.1 | 114 | -3 | -0.4 | 6 | 0 | -1.2 | -5 | 0.0
CCCOc1ccc(-c2c(C(=O)N/N=C/c3ccsc3)nnn2-c2nonc2N)cc1 | -2 | 3 | 0.8 | 105 | 22 | 0.0 | 5 | -12 | -0.6 | 0 | -0.3
COC(=O)C1=C(C)NC(=S)NC1c1ccc(OCC(=O)N2CC(C)OC(C)C2)c(OC)c1 (stereo unspecified) | 11 | 6 | 0.4 | 102 | -2 | 1.7 | 7 | -10 | -1.6 | -4 | -0.3
Cc1ccc(C)c(OCCSc2nnc(C)c(=O)[nH]2)c1 | 8 | 14 | 1.2 | 97 | -6 | 1.0 | 20 | 6 | -2.6 | -3 | 1.2
Cc1nnc(NC(=O)c2ccc(C)c(S(=O)(=O)N3CCOCC3)c2)s1 | 14 | 10 | 0.7 | 87 | -12 | -0.3 | 10 | 1 | -1.8 | -2 | 1.2
O=C(Nc1ccc(Cl)cc1)c1cc(S(=O)(=O)Nc2ccccn2)ccc1Cl | -8 | -2 | -0.6 | / | -6 | -0.7 | 1 | 3 | 0.2 | 3 | 0.8
O=C(CSc1ccccn1)Nc1ccc2c(c1)CCC2 | 9 | 3 | 2.5 | 104 | 21 | 0.0 | -1 | -3 | -0.5 | -4 | 1.6
CCn1c(C)c(C(C)=O)cc(C#N)c1=O | 16 | 19 | 2.4 | 92 | -5 | -0.5 | -7 | 8 | -3.8 | -6 | -2.1
NC1=NC[C@H](c2ccccc2)N1CC1CCCCC1 | 2 | 1 | 2.9 | 104 | 206 | 1.4 | 1 | -4 | -0.2 | -1 | 3.1
New compounds follow:
SMILES | HTR5A inv ctr | OPRM1-OPRD1 inv | phage Ecoli inh | DSG3 Ab inh | Mot1-301 SUMO | AddAB inh | PfHsp90 set2 | PKA-R1A act | OPRM1-OPRD1 ag | HTR5A ag | Ecoli viability
O=C(NCc1ccccc1CN1CCCC1)c1cccc(S(=O)(=O)N2CCOCC2)c1 | 13 | 13 | 3.5 | / | -17 | 1.1 | -8 | 3 | -3.1 | -5 | -1.1
Oc1cnn(-c2ccccc2)c1 | -23 | 6 | 2.9 | 98 | -9 | 4.2 | -9 | -1 | -1.2 | 9 | 1.4
CCOc1ccc2nc(COC(=O)c3ccco3)c(C(C)=O)[n+]([O-])c2c1 | -20 | -3 | 2.2 | 112 | -20 | 2.9 | -6 | 1 | 0.6 | -2 | 0.8
Cc1cccc(C(=O)OCC(=O)Nc2ccccc2C(=O)NC2CC2)c1 | -3 | 10 | 2.2 | 94 | -14 | 1.3 | -16 | -5 | -2.5 | 1 | -1.2
COc1cccc(NC(=O)c2nnn(CC(=O)Nc3cc(C)cc(C)c3)c2N)c1 | -38 | -75 | 2.2 | 94 | -12 | 3.5 | -5 | -2 | 15 | 6 | -1.5
OC(COc1ccc2ccccc2c1)Cn1ccnc1 (stereo unspecified) | 7 | 14 | 1.2 | 104 | 8 | -1.1 | 2 | 7 | -2.4 | 4 | -0.7
CC(=O)OC1C(OC(C)=O)N(C(C)=O)C(=O)N1C(C)=O (stereo unspecified) | 19 | 10 | 1.2 | 105 | 3 | 1.0 | -6 | -5 | -1.9 | -5 | -0.8
COCCn1ccc(O)c(Cc2ccc(Cl)cc2)c1=O | 9 | 22 | 1.5 | 109 | 2 | 1.0 | -18 | 5 | -4.3 | -4 | -2.3
CC(OC(=O)CC1CCCCC1)C(=O)Nc1ccc(S(N)(=O)=O)cc1 (stereo unspecified) | 3 | 2 | 1.8 | 99 | -17 | -1.4 | 10 | -7 | -0.3 | -1 | 0.3
CCN(CC(=O)NCc1ccc(F)cc1)C(=O)COc1ccc2ccccc2c1 | 11 | 24 | 3.2 | 127 | -17 | -1.0 | 11 | -16 | -4.4 | -1 | -3.4
O=C(Nc1ccc(Cl)cc1C(=O)Nc1ccncc1)c1ccco1 | 8 | 0 | 2.6 | 90 | 3 | 1.4 | 5 | -12 | 0.1 | 2 | -1.9
Cc1c(OCC(=O)NCCN2CCOCC2)ccc2c1oc(=O)c1ccccc12 | -4 | 7 | 2.1 | 131 | 11 | -2.0 | -3 | 1 | -1.4 | 1 | -3.5
Cc1cc(C)n2c(=S)[nH]nc2n1 | 10 | 13 | 1.0 | 93 | 1 | 2.0 | / | -5 | -2.7 | -5 | -1.8
CCCC1NC(=S)NC(C)=C1C(C)=O (stereo unspecified) | 4 | 0 | 1.5 | 101 | 10 | 0.7 | 16 | -12 | -0.1 | -2 | 2.8
COc1ccc(NC(=O)c2cc3ccccc3cc2O)cc1 | -14 | -50 | 2.7 | 105 | 164 | 5.7 | 0 | -4 | 10 | 4 | 4.8
CC1CCCC(C)N1C(=O)Cn1cc(C#N)c2ccccc21 (stereo unspecified) | / | / | 5.5 | 100 | 36 | -1.2 | 19 | / | / | / | -3.0
CCOc1cc(NS(=O)(=O)CC)c(OCC)cc1NC(=O)c1ccco1 | -15 | 17 | 3.4 | 107 | -6 | 0.6 | / | 0 | -3.8 | 2 | -0.4
Cc1nc(N2CCC(C)CC2)c2c(C)c(C(=O)Nc3cc(F)ccc3C)sc2n1 | -8 | -27 | 3.2 | 87 | 6 | 1.1 | 31 | 6 | 5.3 | 2 | -1.7
C/C(=N\Nc1cc(C)nc(-c2ccccc2O)n1)c1ccccc1O | 6 | 13 | 1.2 | 100 | -6 | 3.3 | 20 | -1 | -2.4 | -2 | -0.3
O=C(NC1(C(F)(F)F)C(=O)Nc2c1c(=O)[nH]c(=O)n2-c1ccc(F)cc1)c1cccnc1 (stereo unspecified) | -10 | -4 | 1.9 | 106 | 255 | 4.8 | / | 5 | 0.9 | 0 | 1.5
N#Cc1ccccc1OCC(=O)N(C1CCCCC1)C1CCS(=O)(=O)C1 (stereo unspecified) | 17 | 1 | 5.9 | 98 | -23 | 2.1 | 10 | -4 | -0.2 | -6 | -0.9
CC(Sc1nc2c([nH]c3ccccc32)c(=O)n1C)c1ccccc1 (stereo unspecified) | 7 | -24 | 2.2 | 94 | 4 | 3.2 | 6 | -8 | 4.7 | -2 | 0.8
CCOc1ccc(NC(=O)Cn2cncc2-c2ccc([N+](=O)[O-])cc2)cc1 | 18 | 1 | 3.2 | 96 | 44 | 2.3 | 0 | 3 | -0.2 | 4 | 0.2
CCN(CC)CCN(CC(=O)N(C1CCCCC1)C1CCCCC1)C(=O)c1ccco1 | 5 | -8 | 2.9 | 107 | -7 | 0.7 | -4 | -8 | 1.0 | -2 | -2.3
OCCN(CCO)Cc1ccc(Br)cc1 | -5 | 12 | 2.0 | 122 | 0 | -0.3 | 9 | -14 | -2.1 | 5 | -1.4

2 entries drawn at random from those above:
SMILES | HTR5A inv ctr | OPRM1-OPRD1 inv | phage Ecoli inh | DSG3 Ab inh | Mot1-301 SUMO | AddAB inh | PfHsp90 set2 | PKA-R1A act | OPRM1-OPRD1 ag | HTR5A ag | Ecoli viability
CCn1c(C)c(C(C)=O)cc(C#N)c1=O | 16 | 19 | 2.4 | 92 | -5 | -0.5 | -7 | 8 | -3.8 | -6 | -2.1
Cc1nnsc1-c1c(C(=O)N2CCOCC2)c(C)nn1-c1ccc(Cl)cc1 | 0 | 6 | 0.1 | 114 | -3 | -0.4 | 6 | 0 | -1.2 | -5 | 0.0
